Bioassay records: PubChem, several laboratories
BoNT-F LC inh = BoNT/F light chain protease inhibitors, primary screen, biochemical, flow cytometry, MLPCN library; inhibition, % at 10 µM; Multiplex microsphere protease cleavage assay; 360,000 tested, 0.22% active; AID 588497, 2011; in the data active = inhibition above about 35%, passing the limit was not always enough; inconclusive = no clear call, values can overlap the other calls; note: plate controls were buffer without enzyme for full effect and enzyme alone for no effect
DUSP3 inh = VHR1 phosphatase inhibitors, primary screen, biochemical, absorbance, uHTS; inhibition, % at 13.3 µM; recombinant VHR phosphatase, pNPP absorbance; 290,000 tested, 0.52% active; in the data active = inhibition above about 50%; note: some compounds called inactive have numbers as strong as hits
Target sequence (P51452 whole entry, looked up): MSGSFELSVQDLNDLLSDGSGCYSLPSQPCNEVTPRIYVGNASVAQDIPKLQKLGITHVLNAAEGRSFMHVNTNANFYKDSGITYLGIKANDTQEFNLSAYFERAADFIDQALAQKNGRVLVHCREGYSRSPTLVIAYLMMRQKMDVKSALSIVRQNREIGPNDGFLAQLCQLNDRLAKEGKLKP
Rv3671c inh = Rv3671c serine protease inhibitors, primary screen, biochemical, fluorescence polarization, M. tuberculosis H37Rv; 320,000 tested, 0.048% active; inhibition, % at 5.96 µM; AID 2606, 2010; P9WHR9; in the data active = inhibition above about 38%;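 note: extracellular domain of Rv3671c used as enzyme; 0% = enzyme with DMSO and 100% = no enzyme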
BoNT-A LC inh2 = BoNT/A light chain protease inhibitors, primary screen, biochemical, flow cytometry, MLPCN library | AID 588499, 2011 | multiplex microsphere protease substrate cleavage | 360,000 tested, 0.17% active | inhibition, % at 10 µM | Botulinum neurotoxin type A light chain protease (Clostridium botulinum A str. ATCC 3502); note: plate controls were buffer without enzyme for full effect and enzyme alone for no effect
MazEF act = activators of E. coli MazEF toxin-antitoxin RNase, primary screen, biochemical, fluorescence, uHTS; activation, % at 20 µM; Endoribonuclease toxin MazF (Escherichia coli (strain K12)), P0AE70; 350,000 tested, 0.32% active; FAM/BHQ RNA-DNA oligo cleavage fluorescence, 5 h; in the data active = activation above about 50%
SSB-PriA inh = inhibitors of Klebsiella pneumoniae PriA binding to SSB C-terminal tail, primary screen, biochemical, AlphaScreen; PriA–SSB C-terminal tail interaction (Klebsiella pneumoniae); AlphaScreen SSBct-PriA binding, biotinylated peptide; inhibition, % at 33 µM; 430,000 tested, 0.6% active; in the data active = inhibition mostly above about 37%, no sharp cut-off; inactive = mostly below about 20%;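 note: plate controls were negative control peptide for no effect and reference peptide for full effect; strong numbers were not always called active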
CCHF vOTU inh = CCHFV vOTU protease inhibitors, primary screen, biochemical, Pep-AMC substrate, fluorescence. Crimean-Congo hemorrhagic fever virus L polyprotein viral ovarian tumor (vOTU) protease …. 370,000 tested, 0.55% active. inhibition, % at 11.5 µM; in the data active = inhibition above about 30%; note: 0% = vehicle wells with enzyme and 100% = no enzyme wells
SARS 3CLpro inh = SARS-CoV 3CLpro protease inhibitors, primary screen, biochemical, quenched FRET. recombinant SARS-CoV 3CLpro, quenched FRET peptide cleavage. inhibition, % at 6 µM. 290,000 tested, 0.14% active; in the data active = inhibition above about 12%
PrPC TRFRET = inhibitors of human cell surface prion protein PrPC, primary screen, cell-based, TR-FRET. Major prion protein (Homo sapiens), P04156. TR-FRET read-out. inhibition, % at 13.8 µM. 370,000 tested, 0.43% active. AID 720596, 2013; in the data active = inhibition above about 24%; note: 0% = median of the test wells and 100% = reference compound wells
Anthrax LF prot = Bacillus anthracis LF protease inhibitors, primary screen, biochemical, multiplex microsphere, MLPCN library; Lethal factor (Bacillus anthracis), P15917; multiplex microsphere protease cleavage assay; inhibition, % at 10 µM; 360,000 tested, 0.12% active; note: plate controls were buffer without enzyme for full effect and enzyme alone for no effect
Target sequence (P15917 whole entry, looked up): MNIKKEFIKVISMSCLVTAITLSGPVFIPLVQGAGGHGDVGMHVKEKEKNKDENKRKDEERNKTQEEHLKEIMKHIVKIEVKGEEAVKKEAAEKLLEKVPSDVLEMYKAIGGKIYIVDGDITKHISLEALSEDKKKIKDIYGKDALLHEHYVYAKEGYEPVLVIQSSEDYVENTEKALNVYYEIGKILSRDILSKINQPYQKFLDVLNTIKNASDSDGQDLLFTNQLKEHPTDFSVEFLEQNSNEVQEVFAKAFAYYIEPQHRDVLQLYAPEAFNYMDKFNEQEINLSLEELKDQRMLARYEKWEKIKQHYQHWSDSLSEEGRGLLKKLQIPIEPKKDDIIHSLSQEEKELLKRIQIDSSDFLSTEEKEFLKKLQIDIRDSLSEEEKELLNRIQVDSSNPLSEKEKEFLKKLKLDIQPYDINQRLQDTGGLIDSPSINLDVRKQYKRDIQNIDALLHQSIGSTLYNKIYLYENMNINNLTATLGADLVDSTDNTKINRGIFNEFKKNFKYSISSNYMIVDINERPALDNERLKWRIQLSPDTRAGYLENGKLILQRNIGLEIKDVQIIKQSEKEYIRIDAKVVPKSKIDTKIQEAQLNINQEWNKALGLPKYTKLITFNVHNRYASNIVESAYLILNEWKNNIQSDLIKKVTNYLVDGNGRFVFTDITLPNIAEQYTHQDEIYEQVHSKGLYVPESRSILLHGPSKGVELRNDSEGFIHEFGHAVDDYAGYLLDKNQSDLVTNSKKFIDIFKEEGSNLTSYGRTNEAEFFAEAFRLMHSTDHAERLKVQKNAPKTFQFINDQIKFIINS
Active calls of the source: *; ? = inconclusive; · = no result given. Cut-off read from the data, not from the text of the source, unless noted: active = inhibition above about 30%; inconclusive = no clear call, values can overlap the other calls; inactive = below that. Some of the compounds tested (hit frequency here may not be typical).

Each structure is followed by: BoNT-F LC inh | DUSP3 inh | Rv3671c inh | BoNT-A LC inh2 | MazEF act | SSB-PriA inh | CCHF vOTU inh | SARS 3CLpro inh | PrPC TRFRET | Anthrax LF prot
CC1(C(=O)NCc2cccc(Cl)c2)Cc2c(-c3ccc4c(c3)OCO4)ccnc2O1 (configuration not stated)
→ -3 | · | · | -0.1 | · | · | 15 | · | 1 | -11
COc1cccc(-c2cnc(C(O)c3c(C)ccc4ccccc34)[nH]2)c1 (configuration not stated)
→ -5 | · | · | -0.5 | · | · | 19 | · | 9 | -6
COc1ccc(NC(=O)CSc2c3c(nc4ccccc24)CCCC3)c(OC)c1
→ 5 | 1 | -4 | 1.9 | 3 | 7 | 20 | -3 | 10 | -10
CC(C)CNC(=O)c1ccc(-c2ccc(F)c(F)c2)c2ccoc12
→ -8 | · | · | -0.3 | · | · | 17 | · | 6 | -2
CCN(CC(=O)NCc1ccc(Cl)cc1)C(=O)CCOc1ccccc1C
→ -2 | · | -2 | -1.2 | -2 | -6 | 4 | · | 2 | 0
COc1cc([N+](=O)[O-])ccc1NC(=O)Nc1cnccn1
→ 12 | 6 | -2 | 3.8 | -4 | -4 | 11 | -6 | 4 | 7
CC(C)COc1ccc(Cc2c(O)[nH]c(=S)[nH]c2=O)cc1
→ ? | 4 | -2 | -3.6 | 1 | -11 | -7 | 5 | 0 | 26
COC(=O)[C@H]1C[C@H](OC(=O)Nc2c(C)noc2C)[C@@]2(O)CN(S(=O)(=O)c3ccc(C)cc3)CC2[C@H]1C(=O)OC (some centres not stated)
→ 2 | · | · | -0.4 | 5 | · | -5 | · | -9 | 5
Cc1cccc(NC(=S)Nc2ccc(Oc3ccccc3)cc2)n1
→ -6 | -13 | -6 | 0.6 | 6 | 3 | 15 | 2 | 0 | 1
Cc1cc(OC(C)C(=O)NCCCn2ccnc2)c2c(C)c(C)c(=O)oc2c1 (configuration not stated)
→ -2 | -5 | -3 | 1.8 | 11 | -4 | -32 | 2 | -6 | -1
CCOC(=O)c1cc(-c2ccccc2)sc1NC(=O)CN1C(=O)c2ccccc2C1=O
→ 0 | · | -5 | -0.5 | -5 | -11 | 0 | 3 | 5 | -4
COC(=O)c1c(C)[nH]c(C(=O)N2CCN(c3ccc(OC)cc3)CC2)c1C
→ · | 13 | 11 | · | · | · | 18 | 3 | -8 | ·
OCCN(Cc1ccccc1)C(=S)Nc1ccc(F)cc1
→ 2 | -6 | -2 | 0.1 | 1 | -1 | -9 | 6 | -1 | -5
O=C(NCc1ccccc1Cl)C1CCCN1C(=O)Nc1ccccc1 (configuration not stated)
→ -13 | 28 | -5 | -5.6 | -8 | -6 | -3 | -2 | -11 | -10
Cc1c([N+](=O)[O-])c(C(=O)NC2CCCCC2)nn1C
→ -17 | 28 | -6 | -1.7 | 6 | -8 | -7 | 2 | 0 | -4
O=C(c1ccc(Br)cc1)N1CCC(C(=O)N2CCN(c3ccccc3)CC2)CC1
→ -8 | 20 | -1 | -1.1 | 2 | -5 | -1 | 2 | -4 | -3
Cc1noc(NS(=O)(=O)c2ccc(N/C=C\C(=O)c3ccccc3)cc2)c1C
→ 0 | 1 | 7 | -1.0 | -21 | -15 | 4 | 5 | 0 | 1
CN(C(=S)Nc1ccccc1F)C1(c2ccccc2Cl)CCCCC1=O (configuration not stated)
→ -4 | 13 | 5 | -1.4 | 3 | 0 | -10 | 1 | -1 | -5
Cc1ccc(N2C(=O)NC(NS(=O)(=O)c3ccccc3)(C(F)(F)F)C2=O)cc1C (configuration not stated)
→ -10 | 26 | 7 | 0.2 | 1 | 8 | 17 | -1 | 8 | -2
O=C(COC(=O)c1cccs1)NCCCc1ccccc1
→ -2 | 11 | 6 | -0.5 | -1 | -14 | -9 | 5 | -1 | -1
COc1ccc(-c2ncc3ccccn23)cc1
→ 1 | -2 | -1 | 8.8 | 8 | -8 | -5 | 0 | -12 | 13
Cc1cc(C)cc(OCc2nnc(SCC(=O)NC3CC3)n2C)c1
→ -3 | -11 | -5 | 0.9 | -4 | 0 | 3 | 3 | -4 | 9
COc1ccc(-c2nc(C#N)c(N3CCC(C(N)=O)CC3)o2)cc1
→ -2 | 28 | -3 | 0.7 | 3 | -12 | -56 | -4 | 1 | 3
O=C(CCCNS(=O)(=O)c1cccc2nsnc12)N1CCCCC1
→ -13 | 14 | -2 | -0.1 | -14 | -4 | -6 | -1 | -28 | -1
Cc1ccc(S(=O)(=O)N2CCC(C(=O)N3CC(C)OC(C)C3)CC2)cc1 (configuration not stated)
→ 11 | 4 | 1 | 1.0 | 3 | -7 | 6 | -7 | 3 | 2
CC(C)C[C@H]1CNC(=O)C(=O)N1C[C@H](C)NC(=O)Cc1ccccc1
→ 1 | 13 | -7 | -1.0 | 3 | -19 | 4 | -2 | -5 | -13
Cc1n[nH]c(=O)n1-c1ccc(C(C)(C)C)cc1
→ -1 | 10 | 3 | 0.3 | 6 | -20 | -9 | 3 | -2 | 2
FC(F)(F)c1cnc2c(c1)[nH]c(=S)n2-c1ccc(Cl)cc1
→ -16 | 7 | 6 | -2.6 | -1 | -17 | 14 | 3 | 7 | 1
O=c1[nH]c2ccccc2n1C1CCN(CCOc2ccccc2)CC1
→ 2 | · | · | 0.6 | -9 | · | 1 | · | -6 | -6
CCN(C(=O)CSc1nnc(Cn2nnc3ccccc32)o1)c1nc(-c2ccccc2)cs1
→ 4 | -23 | -2 | 0.2 | -10 | -10 | -1 | 6 | 0 | 2
O=C(COC(=O)c1ccco1)Nc1cccc(S(=O)(=O)N2CCCCC2)c1
→ -6 | · | -4 | -0.3 | -4 | -10 | 7 | · | 2 | -6
Cc1cc(Cl)ccc1NC(=O)COC(=O)c1cc([N+](=O)[O-])ccc1N1CCOCC1
→ -287 | · | -4 | -187 | 4 | 8 | 5 | · | 0 | -44
Cc1ccc(C(=O)NNC2=NCCC2)cc1
→ -13 | 35 | 7 | -1.4 | 7 | -2 | -7 | -8 | -4 | 1
O=C(O)c1ccc(CSc2nnc(-c3ccccc3Cl)n2-c2ccccc2)cc1
→ -4 | 6 | 9 | 0.3 | 0 | -12 | -6 | 3 | 7 | -3
C(=NC1CCCCC1)c1c[nH]c2ccccc12
→ -5 | · | · | 0.9 | -2 | 5 | 1 | · | 6 | 0
COc1ccc(NC(=O)CN(C)C(=O)c2ccccc2SCC(=O)N2CCCC2)cc1
→ -13 | · | -2 | -11 | 14 | -2 | -13 | · | 4 | -1
COc1cccc(Oc2coc3cc(OC(=O)N(C)C)ccc3c2=O)c1
→ -11 | 14 | -5 | 4.0 | 5 | -4 | -3 | 0 | 15 | -2
COc1ccc(C2=Nn3c(nnc3-c3ccccc3)SC2)cc1OC
→ -5 | 7 | -3 | -3.0 | -3 | 5 | -6 | 5 | 3 | -9
COC(=O)c1ccccc1NC(=O)c1ccc(NS(C)(=O)=O)cc1
→ 4 | -5 | 3 | 0.1 | 4 | 5 | -4 | 2 | 1 | 0
Cc1cc(Cl)ccc1NC(=S)Nc1cccnc1
→ -9 | 25 | 7 | -1.0 | 5 | -6 | 0 | -1 | -5 | -4
CC(C)CC[n+]1ccn(-c2nc3ccccc3nc2[N-]S(=O)(=O)c2ccccc2)c1
→ -4 | -3 | -5 | 0.3 | -1 | -11 | -26 | -2 | -11 | -2
CCNc1nc2c(c(=O)n(C)c(=O)n2C)n1CCCc1ccccc1
→ ? | 17 | -1 | 0.1 | 7 | -3 | -2 | 1 | 10 | 6
Cc1ccc(C(NC(=O)C2CCN(CCOc3ccccc3)CC2)c2ccccn2)cc1 (configuration not stated)
→ -5 | · | · | 0.0 | · | · | -8 | · | -7 | 4
CCCCN1CC[C@H]2C=CC[C@@H](C(=O)N3CCOCC3)[C@H]2C1=O
→ 1 | · | 0 | -0.7 | 3 | -1 | -6 | · | 2 | -7
Cc1ccc2[nH]c(=O)c(NC(N)=S)nc2c1
→ -3 | 12 | -3 | 0.0 | 5 | 7 | -3 | -5 | -14 | -4

Quoted from the results shown, 12 compounds:
Each structure is followed by: BoNT-F LC inh | DUSP3 inh | Rv3671c inh | BoNT-A LC inh2 | MazEF act | SSB-PriA inh | CCHF vOTU inh | SARS 3CLpro inh | PrPC TRFRET | Anthrax LF prot
O=C(O)c1ccc(CSc2nnc(-c3ccccc3Cl)n2-c2ccccc2)cc1
→ -4 | 6 | 9 | 0.3 | 0 | -12 | -6 | 3 | 7 | -3
C(=NC1CCCCC1)c1c[nH]c2ccccc12
→ -5 | · | · | 0.9 | -2 | 5 | 1 | · | 6 | 0
COc1ccc(NC(=O)CN(C)C(=O)c2ccccc2SCC(=O)N2CCCC2)cc1
→ -13 | · | -2 | -11 | 14 | -2 | -13 | · | 4 | -1
COc1cccc(Oc2coc3cc(OC(=O)N(C)C)ccc3c2=O)c1
→ -11 | 14 | -5 | 4.0 | 5 | -4 | -3 | 0 | 15 | -2
COc1ccc(C2=Nn3c(nnc3-c3ccccc3)SC2)cc1OC
→ -5 | 7 | -3 | -3.0 | -3 | 5 | -6 | 5 | 3 | -9
COC(=O)c1ccccc1NC(=O)c1ccc(NS(C)(=O)=O)cc1
→ 4 | -5 | 3 | 0.1 | 4 | 5 | -4 | 2 | 1 | 0
Cc1cc(Cl)ccc1NC(=S)Nc1cccnc1
→ -9 | 25 | 7 | -1.0 | 5 | -6 | 0 | -1 | -5 | -4
CC(C)CC[n+]1ccn(-c2nc3ccccc3nc2[N-]S(=O)(=O)c2ccccc2)c1
→ -4 | -3 | -5 | 0.3 | -1 | -11 | -26 | -2 | -11 | -2
CCNc1nc2c(c(=O)n(C)c(=O)n2C)n1CCCc1ccccc1
→ ? | 17 | -1 | 0.1 | 7 | -3 | -2 | 1 | 10 | 6
Cc1ccc(C(NC(=O)C2CCN(CCOc3ccccc3)CC2)c2ccccn2)cc1 (configuration not stated)
→ -5 | · | · | 0.0 | · | · | -8 | · | -7 | 4
CCCCN1CC[C@H]2C=CC[C@@H](C(=O)N3CCOCC3)[C@H]2C1=O
→ 1 | · | 0 | -0.7 | 3 | -1 | -6 | · | 2 | -7
Cc1ccc2[nH]c(=O)c(NC(N)=S)nc2c1
→ -3 | 12 | -3 | 0.0 | 5 | 7 | -3 | -5 | -14 | -4

Carrying on.
Each structure is followed by: BoNT-F LC inh | DUSP3 inh | Rv3671c inh | BoNT-A LC inh2 | MazEF act | SSB-PriA inh | CCHF vOTU inh | SARS 3CLpro inh | PrPC TRFRET | Anthrax LF prot
COc1ccc(C(=O)NC2CCCCC2)cc1OC1CCN(C(C)C)CC1
→ -3 | -17 | 3 | -3.4 | 2 | -12 | 5 | -1 | -5 | -3
O=C(O)CN1C(=O)CC(Cc2ccccc2)C1=O (configuration not stated)
→ -9 | -8 | 0 | ? | 11 | -1 | 3 | -4 | 12 | 2
O=C(Cc1cccs1)Nc1nnc(Cc2ccccc2)s1
→ 0 | 5 | -1 | 0.2 | -4 | -9 | 9 | -2 | 0 | 0
CCC(c1ccc(O)cc1)C(CC)c1ccc(O)cc1 (configuration not stated)
→ -3 | · | -11 | -0.1 | 2 | 1 | 1 | · | 4 | -2
